# GSK3beta inhib = human GSK3beta kinase inhibitors, primary screen, biochemical, cell-free homogeneous, HTS; Glycogen synthase kinase-3 beta (Homo sapiens), P49841; activity score (negative = inhibition), % at 10 µM; AID 2097, 2009; 300,000 compounds, 0.038% hits; GST-GSK3beta kinase, ADP-Glo luminescence, 60 min; hits give low values;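 active = more than half of replicate wells score below -50%, meaning over 50% inhibition versus plate controls; inconclusive = some replicates but at most half score below -50%; inactive = no replicate scores below -50%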;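 also: 0% = median DMSO wells and -100% = median GW8510 positive control wells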
# Target sequence (P49841 whole entry, looked up): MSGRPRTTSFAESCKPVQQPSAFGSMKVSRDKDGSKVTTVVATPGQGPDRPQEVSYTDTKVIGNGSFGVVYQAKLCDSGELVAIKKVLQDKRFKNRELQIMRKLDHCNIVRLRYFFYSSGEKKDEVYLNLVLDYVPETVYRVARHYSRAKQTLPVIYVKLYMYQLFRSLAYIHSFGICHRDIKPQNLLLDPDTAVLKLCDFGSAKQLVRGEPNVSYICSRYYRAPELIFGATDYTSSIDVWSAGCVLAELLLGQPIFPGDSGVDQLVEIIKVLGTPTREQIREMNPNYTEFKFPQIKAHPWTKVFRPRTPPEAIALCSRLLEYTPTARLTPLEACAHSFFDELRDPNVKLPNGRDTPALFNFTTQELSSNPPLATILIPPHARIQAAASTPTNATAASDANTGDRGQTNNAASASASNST
#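 Test system: GST-tagged human GSK3beta kinase, cell-free; evaluation: activity score scaled between in-plate DMSO and GW8510 controls; measured by: ADP-Glo luminescence; incubation: 60 min reaction, RT; benchmarks: DMSO and 20 µM GW8510; reagent: peptide substrate plus 25 µM ATP (final); medium: Tris/MgCl2 kinase buffer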
# HSF1 inhib = HSF1 inhibitors in luciferase reporter cells, primary screen, cell-based, NIH3T3, luminescence. AID 2098, 2009. NIH3T3-HGL HSE-luciferase, MG132-induced, luminescence 8 h; hits give low values. activity change, negative = inhibition, % at 7.5 µM (by protocol). 300,000 compounds, 0.77% hits;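 active = more than half of replicate wells show activity change below -50%, luminescence cut by over half; inconclusive = some wells, but at most half, below -50%; inactive = no replicate well below -50%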;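 also: luciferase reports HSF-1 transcriptional activity via heat shock element; 0% = median of DMSO wells and -100% = zero luminescence signal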
# IEC-6 cytotox = cytotoxicity in IEC-6 intestinal epithelial cells, primary screen, cytotoxicity control for KLF5 inhibitor project, cell-based, luminescence | 290,000 compounds, 0.78% hits | IEC-6 cytotoxicity, luminescence viability | inhibition, % at 5 µM; in the data active = inhibition above about 22%;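 also: 0% = plate median of test compound wells and 100% = cytotoxic reference compound wells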
# PolyA inh = polyadenylation inhibitors in yeast reporter cells, primary screen, luminescence, S. cerevisiae. AID 1875, 2009. S. cerevisiae SKY197-pL101 polyadenylation reporter, beta-gal luminescence; efflux-impaired pdr1/pdr3 knockout yeast; score 100 = 6 SD above DMSO. calls only at 12 µM. 300,000 compounds, 0.02% hits;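 active = lowest replicate activity score at least 50, where 100 means six control SD above control mean; inconclusive = lowest score under 50 but half or more replicates reach 50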;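 also: yeast exposed to compound for 9 h at 30 °C; higher score means more reporter readthrough which indicates perturbed polyadenylation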
# AI-2 QS modul = Vibrio harveyi AI-2 quorum sensing modulators, primary screen, JMH597 strain, luminescence/OD600 ratio; 300,000 compounds, 0.4% hits; activity change, % at 7.5 µM; Vibrio harveyi JMH597 AI-2 luminescence/OD600 ratio, 9 h; hits give low values; strain lacks LuxN and CqsS sensors; 0 = neutral-control median; in the data active = activity change below about -75%, passing the limit was not always enough; inconclusive = no clear call, values can overlap the other calls;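 also: luminescence divided by OD600 gain over 9 h not by final OD600 alone; inactives centre near 13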
# GSK3 alpha inh = blockers of GSK3A enzyme activity – biochemical, luminescence, cell-free homogeneous, HTS, primary screen | inhibition, % at 10 µM | GSK-3 alpha kinase, ADP-Glo luminescence, 60 min | AID 2650, 2010 | 320,000 compounds, 0.1% hits | Glycogen synthase kinase-3 alpha (Homo sapiens), P49840;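 in the data active = inhibition above about 50%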;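 also: GST-tagged GSK-3 alpha with peptide substrate and 25 µM ATP; 0% = DMSO neutral wells and 100% = GW8510 positive control wells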
# Target sequence (P49840 whole entry, looked up): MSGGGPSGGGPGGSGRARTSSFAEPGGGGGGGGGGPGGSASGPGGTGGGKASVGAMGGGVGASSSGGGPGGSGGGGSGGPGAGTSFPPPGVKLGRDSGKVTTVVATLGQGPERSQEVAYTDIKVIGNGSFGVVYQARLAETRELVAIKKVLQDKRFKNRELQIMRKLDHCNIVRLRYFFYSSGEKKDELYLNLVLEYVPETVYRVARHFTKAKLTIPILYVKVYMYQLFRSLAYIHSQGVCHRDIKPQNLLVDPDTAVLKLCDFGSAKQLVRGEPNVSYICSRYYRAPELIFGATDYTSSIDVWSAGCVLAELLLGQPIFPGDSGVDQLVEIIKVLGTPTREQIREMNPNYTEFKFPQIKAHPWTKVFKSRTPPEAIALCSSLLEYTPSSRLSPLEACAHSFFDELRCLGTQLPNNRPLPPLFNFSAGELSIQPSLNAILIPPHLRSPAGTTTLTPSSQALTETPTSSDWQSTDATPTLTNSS
# HSP90 refold inh = HSP90 inhibitors, primary screen, cell lysate, luminescence | Heat shock protein HSP 90 (rabbit reticulocyte lysate; luciferase refolding) | 290,000 compounds, 0.91% hits | inhibition, % at 5.6 µM | Rabbit reticulocyte lysate, luciferase refolding luminescence, 3 h;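 active = inhibition above the screen-wide mean plus 3 SD, computed separately per campaign, cut at about 16% in these data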;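 also: 0% = DMSO wells and 100% = 60 µM geldanamycin wells; inhibitors lower the luminescence because luciferase stays unfolded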
# aSyn UTR inh = MLPCN primary screen, SNCA 5' untranslated region; alpha-synuclein 5'UTR reporter, inhibitor activity; inhibition, % (tested at 7.5 µM); 300,000 compounds, 0.82% hits; AID 1813, 2009; in the data active = inhibition above about 60%; inconclusive = no clear call, values can overlap the other calls;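 also: H4 neuroglioblastoma cells stably carrying SNCA 5'UTR luciferase fusion; 0% = DMSO wells and 100% = positive control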
# KLF5 inhibitor = KLF5 expression inhibitors, primary screen, DLD-1 cells, luminescence; DLD-1 KLF5 promoter-luciferase reporter; inhibition, % at 5 µM; 290,000 compounds, 0.23% hits;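 active = inhibition above a per-plate limit of that plate's mean compound inhibition plus 3 SD, cut at about 60% in these data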;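 also: 0% = DMSO wells and 100% = LY294002 at 200 µM; higher means less KLF5 promoter-driven luciferase light; inactives centre near -14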
# HSF1 activator = HSF-1 activators, primary screen, NIH3T3-HGL cells, MG132 stress, luminescence, single point | NIH3T3-HGL HSF-1 luciferase reporter, 8 h; 100% = twice DMSO control signal | activation, % at 9 µM | 300,000 compounds, 1.7% hits | AID 504408, 2011;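 active = mean replicate activation of at least 50% with a set share of replicates each reaching 50%; inconclusive = only one of those two conditions met; inactive = mean below 50% and too few replicates reaching it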;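 also: 0% = median of the neutral control wells and 100% = twice that signal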
# * hit, by the source's call; i = inactive; ? = inconclusive; / = no result given. This is a subset; the hit share may differ from the screen's.
SMILES,GSK3beta inhib,HSF1 inhib,IEC-6 cytotox,PolyA inh,AI-2 QS modul,GSK3 alpha inh,HSP90 refold inh,aSyn UTR inh,KLF5 inhibitor,HSF1 activator
CCN1CCCC1CN(Cc1cc2ccc(C)cc2[nH]c1=O)C(=S)Nc1ccc(F)cc1 (stereo unspecified),4,4,1,i,6,-1,2,-27,4,7
COc1ccc(N2CCN(C(=O)CCC(=O)N3CCOc4ccc(C)cc43)CC2)cc1,4,-2,-10,i,21,-1,-6,16,-19,-2
Cc1ccc2[nH]c(=O)c3cc(C(=O)NCCC(C)C)sc3c2c1,1,-5,1,i,8,-2,-1,-9,-37,2
Cc1cc(=O)oc2cc(O[C@@H]3O[C@H](CO)[C@@H](O)[C@H](O)[C@H]3O)ccc12,-6,-8,-1,i,-9,0,0,-9,-24,-10
CCC(=O)c1ccc(OCC(=O)NC2(C#N)CCCCC2)cc1,3,/,-4,/,12,1,-5,/,5,/
CCCCNC(=O)c1ccccc1Cl,-3,-6,1,i,6,1,-1,-20,-21,7
CC1=NOC(=O)/C1=C/c1ccc(N(C)C)cc1,-4,7,8,i,6,3,6,-7,-7,4
Cc1ccc(C(=O)Nc2cccc(C(F)(F)F)c2)cc1NC(=O)c1nccnc1N,-3,-13,/,i,20,-1,/,78*,/,-21
Nc1nnc(/C=C/c2cccc([N+](=O)[O-])c2)s1,/,-4,9,i,/,-4,4,-64,-67,7
Cc1ccc(N/N=C2\COC(C)(C)CC2=O)cc1,1,20,-1,i,10,/,-5,-141,-55,39
CN1CCN(NC(=O)c2cccc3ccccc23)CC1,0,5,6,i,23,-2,-1,1,-13,-5
CC(C)Cc1ccc(C2=CSC3=NCCN23)cc1,-6,-6,/,i,7,2,/,2,/,0
COc1ccc(N2C(=O)C(=O)/C(=C(/O)c3ccc(C)cc3)C2c2cccnc2)cc1 (stereo unspecified),1,3,2,i,33,0,-3,-62,2,12
CSC1=NCCN1C(=O)Cc1ccc(F)cc1,3,-4,-5,i,7,-2,-4,1,-23,0
CSCCCNC(=S)N(C)CC(=O)Nc1ccc(C)cc1,-2,6,0,i,-8,0,3,15,-40,7
CCOc1ccc(-n2cc(C(=O)N3CCCCCC3)c3cc(OC)c(OC)cc3c2=O)cc1,/,/,-3,/,/,0,2,/,-26,/
CCN(CC)CCNc1ncnc2c1sc1nc(N3CCOCC3)c3c(c12)CC(C)(C)SC3,-2,-14,2,i,7,6,0,18,-12,-9
Cc1csc(NC(=O)CSc2nncs2)n1,-2,4,/,i,16,1,/,-19,/,20
COc1ccc(C(CC(=O)O)NC(C)=O)cc1OC (stereo unspecified),4,-4,3,i,11,-3,18*,-2,-27,-2
CCCNC(=O)COc1coc(CN2CCN(c3cccc(Cl)c3)CC2)cc1=O,3,-4,-1,i,33,-5,-5,7,-15,-3
CCOC(=O)CSC1=Nc2ccccc2C2=NC(CC(=O)NCc3ccccc3)C(=O)N12 (stereo unspecified),0,11,-5,i,35,0,1,7,-26,9
CN(C)S(=O)(=O)c1ccc2c(c1)c(=O)c(C(=O)N1CCOCC1)cn2C,3,-4,-4,i,-5,-4,2,-17,-14,12
COc1ccc(N(CC(=O)N/N=C/c2cccc(OC)c2OC)S(=O)(=O)c2ccccc2)cc1,0,7,-3,i,13,16,3,5,-9,2
CC(=O)Nc1sc2c(c1C(c1ccncc1)N1CCOCC1)CCCC2 (stereo unspecified),0,3,10,i,18,-3,4,-4,22,15
CCOC(=O)c1cn(CC)c2cc(N3CCSCC3)c(F)cc2c1=O,1,-1,-1,i,22,-7,-2,0,-23,13
Cc1ccc(Oc2nc3c(c(=O)n(C)c(=O)n3C)n2C)cc1C,-5,-2,6,i,6,-3,-3,-25,-37,-7
CC(=O)c1ccc(OC(=O)c2ccc(-n3nc(C)cc3C)cc2)cc1,1,-3,6,i,29,6,-5,-11,3,0
COc1cc(C(=O)Oc2ccc(Br)cc2C(=S)N2CCOCC2)cc(OC)c1OC,2,-2,-3,i,8,-1,0,-5,-5,5
N#C/C(C(=O)NCc1ccccc1)=C1/N=C(NC(=O)c2ccco2)c2ccccc21,-2,17,1,i,9,1,3,-1,9,?
CN1CCN(CCNC(=O)Nc2ccccc2C(F)(F)F)CC1,2,0,-8,i,7,3,0,3,-1,13
Cn1c(N)c(C(=O)COC(=O)/C=C/c2ccc(OC(F)F)cc2)c(=O)n(C)c1=O,2,1,0,i,34,-2,4,-16,-2,11
CCCCN(C(=O)C(C)Oc1ccc(Cl)cc1)c1c(N)n(CCCC)c(=O)[nH]c1=O (stereo unspecified),-1,8,/,i,16,-4,/,-1,/,18
CCCCn1c(N)c(N(CC(C)C)C(=O)C2CCN(S(=O)(=O)c3ccc(C)c(C)c3)CC2)c(=O)[nH]c1=O,0,24,3,i,46,3,-3,10,12,?
Cc1ccc2cccc(Oc3nnnn3-c3ccccc3)c2n1,-2,-1,-1,i,24,-3,-1,-29,1,9
CCOC(=O)c1cccc(NC(=O)c2cc3sccc3n2C)c1,5,29,0,i,-1,-6,-3,-42,-79,41
CCOC(=O)CN1C(=O)N[C@@H](c2ccco2)C(C(=O)OC)=C1C,0,-5,/,i,27,2,/,3,/,-5
O=C(O)c1ccc2c(c1)N(Cc1ccc(F)cc1)C(=O)c1ccccc1S2,1,-1,2,i,-25,-5,-2,10,-4,15
Cc1nn(CC(=O)NCC(C)c2ccccc2)c(=O)c2cc(-c3ccccc3)nn12 (stereo unspecified),-1,-5,0,i,11,-2,2,-16,11,-22
O=C(COc1cccc(NC(=O)c2ccco2)c1)c1ccccc1,-1,18,-6,i,2,-3,-4,-46,-15,42
CCOc1c2ccc(C(=O)NCCCCc3ccccc3)cc2nn1C,-2,-30,7,i,21,/,1,11,-6,-46
Cc1ccc(CNS(=O)(=O)c2ccc3c(c2)NC(=O)CS3)cc1,1,-10,8,i,-1,-1,4,2,-11,7
COc1ccccc1-c1nnc(NC(=O)c2cccc(N3C(=O)CCC3=O)c2)o1,-2,5,-6,i,12,-2,3,-50,17,-4
CN(C(=O)c1ccccc1)c1nc2ccccc2s1,0,29,-4,i,13,-2,3,-35,-128,65*
Nc1nc(N)nc(COc2ccccc2)n1,1,10,2,i,2,-2,2,-106,-92,30
O=C1NC[C@@H](Cc2cccc3ccccc23)N(CCC23CC4CC(CC(C4)C2)C3)C1=O,3,-4,/,i,2,-1,/,4,/,-9
CC(C(=O)N1CCCC1)c1ccc([N+](=O)[O-])cc1 (stereo unspecified),-4,-5,2,i,0,-2,3,-5,-27,-1
Cc1ccc(C(C)C)cc1OCCN1CCCC1,1,0,-1,i,17,-1,0,-19,-9,-4
CC(/C=C/c1ccco1)=N\NC(=O)c1cc(C)[nH]n1,3,3,-4,i,4,0,0,-11,-33,1
Cc1nc2c(-c3ccccc3)c(C)[nH]n2c(=O)c1Cl,-1,-43,8,i,17,0,3,3,-4,-55
O=C(O)CC(NNC(=O)c1ccccc1)C(=O)Nc1cccc([N+](=O)[O-])c1 (stereo unspecified),2,4,-3,i,12,-7,6,-36,-28,7
# Later entries:
SMILES,GSK3beta inhib,HSF1 inhib,IEC-6 cytotox,PolyA inh,AI-2 QS modul,GSK3 alpha inh,HSP90 refold inh,aSyn UTR inh,KLF5 inhibitor,HSF1 activator
COc1ccccc1N1CCN(C/C(O)=C(\C#N)c2nc(-c3ccccc3)cs2)CC1,0,-4,3,i,31,1,-1,-15,-6,-6
O=S(=O)(c1ccccc1)c1nc(NC2CC2)sc1Cl,/,-1,-3,i,/,/,-3,2,-4,8
CCCc1nnc(NC(=O)CCC(=O)N2CCN(S(=O)(=O)c3ccc(C)cc3)CC2)s1,4,-3,4,i,22,-2,4,9,-20,-2
CN(CCOc1ccc(Cl)cc1)C(=O)C1CCN(C(=O)c2ccc(Cl)cc2)CC1,2,2,10,i,12,1,-3,13,-12,-6
Cc1cc(C(=O)N/N=C2\CCCc3ccccc32)c(C)o1,3,-1,8,i,35,-3,1,-126,-18,-19
O=C(O)c1ccc2c(c1)C(=O)N(c1cc([N+](=O)[O-])ccn1)C2=O,-2,-4,-8,i,8,1,-2,13,-20,-9
CCOC(=O)CNc1nc(Cl)c(C#N)s1,3,-18,-10,i,1,-2,0,-5,-18,-26
Cc1cccc(C2c3[nH]c4ccccc4c3CCN2C(=O)c2cc3c([nH]c2=O)CCCC3)n1 (stereo unspecified),1,-1,2,i,24,1,6,-2,-31,-10
O=C(CSc1nnc2ccc(-c3ccccc3)nn12)NCC1CCCO1 (stereo unspecified),2,-3,-5,i,17,/,-2,14,-4,-3
O=C(NCc1cccc(F)c1)C1CCN(S(=O)(=O)Cc2ccccc2)CC1,-3,9,-4,i,15,1,3,1,-9,38
O=S(=O)(CCN1CCOCC1)c1ccc(OC(F)(F)F)cc1,-3,3,2,i,27,-2,4,-2,-19,25
Cc1nnn(C23CC4CC(CC(C4)C2)C3)n1,-1,-3,2,i,21,-3,0,17,-22,-6
CCN(CC(=O)NCCc1ccccc1)S(=O)(=O)c1ccccc1,4,1,0,i,20,0,1,19,-29,-9
CCCCOC(=O)N/N=C/C=C/c1ccccc1,4,-1,4,i,14,5,4,-88,-27,9
COC(=O)/C=C1\N/C(=N\c2nc(C)cc(C)n2)N(c2ccc(C)c(C)c2)C1=O,-3,-3,10,i,-3,0,-2,-43,-5,-9
COc1cccc(-c2noc(-c3ccoc3C)n2)c1,-1,-5,-8,i,14,-6,-1,-212,14,39
CC(C)c1nnc(NC(=O)CCC(=O)NC2CCCCCCC2)s1,1,-2,1,i,8,3,0,16,-7,2
Cc1ccc(SCCC(=O)N2CCCC2)cc1,-1,-2,-3,i,23,0,1,-5,-40,31
CN(c1ccccc1)c1nc(N)c([N+](=O)[O-])c(N2CCCCC2)n1,1,13,7,i,5,-3,1,-21,-13,28
CCOc1ccc2nc(SCC(=O)NCc3ccc4c(c3)OCO4)[nH]c2c1,-1,-3,2,i,42,5,-1,-1,-26,10
CCCCn1c(N)c(N(CC(C)C)C(=O)Cn2c(=O)oc3ccccc32)c(=O)[nH]c1=O,2,6,/,i,15,2,/,17,/,-3
S=c1[nH]nc(-c2ccncc2)n1/N=C/c1cn(-c2ccccc2)nc1-c1ccc(Cl)cc1,2,-1,-2,i,24,-2,5,-50,2,16
Cc1ccc(OCCNC(=O)CN2C(=O)NC3(CCCC3)C2=O)cc1,2,-2,/,i,9,-4,/,1,/,2
